# V1aR counter: V1a receptor agonism, counter-screen for OXTR agonists. hit rate 0.25% among 320,000. P37288. activation, % at 3 µM. CHO-V1R cells, Fluo-8 calcium fluorescence, agonist mode; 0% DMSO, 100% 3 nM vasopressin;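 active means activation above the mean activation of all tested compounds plus 3 SD, per screening run, cut at about 20% in these data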;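 further: signal is peak over basal fluorescence ratio across a 100 second FLIPR read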
# GPR7 antag: blocks human GPR7 receptor signaling | P48145 | GPR7-expressing cells, fluorescence antagonist assay | inhibition, % at 4.4 µM | hit rate 1.1% among 290,000; in the data active means inhibition above about 16%, passing the limit was not always enough;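 further: cells stimulated with the agonist NPW; 0% = agonist with vehicle and 100% = vehicle without agonist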
# Target sequence (P48145 whole entry, looked up): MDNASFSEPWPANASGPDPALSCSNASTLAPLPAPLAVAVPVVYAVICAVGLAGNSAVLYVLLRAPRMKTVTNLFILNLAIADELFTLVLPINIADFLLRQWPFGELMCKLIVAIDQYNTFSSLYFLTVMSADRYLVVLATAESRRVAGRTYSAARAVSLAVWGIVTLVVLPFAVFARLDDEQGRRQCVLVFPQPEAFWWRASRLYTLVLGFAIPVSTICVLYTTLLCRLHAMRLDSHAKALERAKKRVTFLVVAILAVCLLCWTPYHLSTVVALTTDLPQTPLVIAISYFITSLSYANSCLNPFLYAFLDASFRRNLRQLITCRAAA
# OXTR agonist: activates the human oxytocin receptor | CHO-OTR cells, Fluo-8 calcium fluorescence; normalized: DMSO 0%, oxytocin 100% | hit rate 0.32% among 320,000 | activation, % at 3 µM | AID 2435;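 active means activation above the mean of all tested compounds plus 3 SD, cutoff set per screening run, cut at about 20% in these data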;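 further: peak over basal fluorescence ratio from a 100 s FLIPR kinetic read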
# Target sequence (P30559 whole entry, looked up): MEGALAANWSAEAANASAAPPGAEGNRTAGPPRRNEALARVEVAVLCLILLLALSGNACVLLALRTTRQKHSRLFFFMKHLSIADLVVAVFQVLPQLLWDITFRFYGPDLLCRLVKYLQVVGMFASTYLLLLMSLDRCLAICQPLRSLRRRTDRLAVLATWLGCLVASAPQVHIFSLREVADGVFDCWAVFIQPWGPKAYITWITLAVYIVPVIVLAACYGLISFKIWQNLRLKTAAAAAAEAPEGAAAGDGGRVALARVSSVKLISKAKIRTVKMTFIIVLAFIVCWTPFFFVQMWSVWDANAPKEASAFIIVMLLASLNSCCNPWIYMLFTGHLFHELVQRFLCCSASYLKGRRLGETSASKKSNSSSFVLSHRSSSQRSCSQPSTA
# CHO-K1 Ca antag: M1 antagonist counterscreen hit in parental CHO-K1 cells | ATP-induced calcium, Fluo-8 fluorescence | inhibition, % at 3 µM | hit rate 0.6% among 360,000;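 active means inhibition above a per-plate cutoff, the plate's mean sample inhibition plus 3 SD, cut at about 24% in these data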;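 further: 0% = DMSO plus EC80 ATP and 100% = DMSO alone without ATP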
# CHO-K1 Ca ag: M1 agonist counterscreen hit in parental CHO-K1 cells; activation, % at 3 µM; hit rate 0.48% among 360,000; Fluo-8 calcium fluorescence; scaled to maximal ATP response, vehicle zero; AID 602248; in the data active means activation above about 15%;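 further: untransfected CHO-K1 host cells lacking M1 receptor as counterscreen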
# TAAR1 antagonist: human TAAR1 antagonism. CHO RD-HGA16 TAAR1, Fluo-8 calcium fluorescence, antagonist. inhibition, % at 3 µM. hit rate 1.5% among 360,000. Q96RJ0;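 active means inhibition above a per-plate cutoff, the mean inhibition of test compounds on that plate plus 3 SD, cut at about 49% in these data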;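 further: 0% = DMSO plus EC80 beta-PEA response and 100% = DMSO alone without agonist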
# Target sequence (Q96RJ0 whole entry, looked up): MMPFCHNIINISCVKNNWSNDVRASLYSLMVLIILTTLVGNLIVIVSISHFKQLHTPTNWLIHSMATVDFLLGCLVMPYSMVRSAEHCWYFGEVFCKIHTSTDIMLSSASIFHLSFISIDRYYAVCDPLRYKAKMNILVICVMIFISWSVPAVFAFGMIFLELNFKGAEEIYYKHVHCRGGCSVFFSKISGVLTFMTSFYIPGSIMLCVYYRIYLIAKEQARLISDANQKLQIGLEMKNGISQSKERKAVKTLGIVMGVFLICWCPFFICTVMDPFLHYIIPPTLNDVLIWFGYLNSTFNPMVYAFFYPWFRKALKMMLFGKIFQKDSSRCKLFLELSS
#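 Assay system: RD-HGA16 CHO cells with stable hTAAR1 and Gα16 / Reagent: EC80 β-phenethylamine stimulus / Doses: 3 µM, single point / Timing: dye loading 75 min at 37 °C, then 30 min room temperature / Measured by: Fluo-8 intracellular calcium dye fluorescence, real-time kinetic reads / Controls: vehicle wells and EC80 agonist wells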
# CHO-K1 Ca PAM: nonselective activator or artifact in parental CHO-K1 calcium assay | AID 602247 | activation, % at 3 µM | hit rate 0.02% among 360,000 | ATP EC20, Fluo-8 calcium fluorescence; 0% at ATP EC20, 100% at ATP max;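 active means activation above the run cutoff, the mean activation of all test compounds plus 3 SD, cut at about 40% in these data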;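 further: peak over basal fluorescence ratio in a 140 s read after ATP addition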
# OXTR potentiator: human OXTR potentiation. CHO-OTR cells, Fluo-8 calcium fluorescence, potentiator mode; 0% = oxytocin EC15, 100% = EC100. activation, % at 3 µM. hit rate 0.061% among 320,000. AID 2445;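 active means activation above that plate's cutoff, the mean activation of tested compounds plus 3 SD, cut at about 6.6% in these data, passing the limit was not always enough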;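 further: 100% uses oxytocin at 75 nM as the full agonist control; some results filed as inactive read as strong as hits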
#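 Replication – single well per compound, singlicate · Assay system – CHO cell line stably expressing human OTR · Timing – 6 min pre-incubation, 100 s read · Measure – normalized max/min fluorescence ratio, % activation · Doses – 3.0 µM, one dose · Detection – Fluo-8 calcium dye fluorescence · Probe or stimulus – oxytocin near EC15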
# CHO parental Ca: signal in parental CHO cells, OX1R antagonist counter-screen | inhibition, % at 5.6 µM | parental CHO-K1, ATP-induced calcium, Fluo-8 fluorescence | hit rate 0.63% among 330,000;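 active means inhibition above that plate's mean sample inhibition plus 3 SD, cut at about 26% in these data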;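 further: 0% = ATP-challenged DMSO wells and 100% = DMSO wells without ATP; some compounds past the cut are filed as inactive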
#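 Assay system: untransfected parental CHO cell line. Also added: ATP agonist challenge. Dosing: one dose, 5.6 µM nominal. Measured by: Fluo-8 fluorescence. Read-out: % inhibition. Benchmarks: ATP wells versus no-ATP DMSO wells. Repeats: no replicates.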
# The depositor's hits bear a star; / = not tested or not shown.
# The first 12 entries (preview)
SMILES,V1aR counter,GPR7 antag,OXTR agonist,CHO-K1 Ca antag,CHO-K1 Ca ag,TAAR1 antagonist,CHO-K1 Ca PAM,OXTR potentiator,CHO parental Ca
CCN1C2=C(C(=O)CCC2)C(c2ccc(O)cc2)C2=C1CCCC2=O,0.1,-4,0.0,-11,0.1,-1,8,-6,-12
Cc1ccc(N2C(=O)CC(Cc3ccc(Cl)cc3)C2=O)cc1 (stereo unspecified),-0.3,-14,-0.1,-1,-0.2,-8,-12,-3,-9
O=C(c1cccc(Cl)c1)N1CCN(C2CCCCCC2)CC1,0.0,1,-0.1,-5,0.2,-2,9,-8,-4
COc1ccccc1N1CN(CCc2ccccc2)CNC1=S,-0.3,30*,1.6,11,1.6,57*,-11,-6,-19
CCN1/C(=C/c2ccc3cc(C)ccc3[n+]2CC)Sc2cc(C)c(C)cc21,/,28*,/,50*,11,18,-15,/,/
O=C(C1CC(c2ccc(F)cc2)=NO1)N1CCN(c2ccccc2)CC1 (stereo unspecified),-0.2,-7,-0.2,12,0.0,1,-7,-6,-8
Cc1ccc(NC(=O)CCNC(=O)c2ccco2)cc1,0.8,5,-0.9,6,-0.2,-1,-5,-8,-2
Cc1cc(C(=O)N/N=C/c2cc(Br)cc(Br)c2OC(=O)c2cccc(F)c2)n[nH]1,0.2,6,-2.2,1,-0.1,29,13,-3,-30
O=C(O)CCC(=O)Nc1ccc(C(=O)OCC(=O)c2ccc(Cl)cc2Cl)cc1,0.5,-2,-0.2,-2,0.0,9,12,3,25
C[C@@H]1CN([C@@H](C)CO)C(=O)CCCn2nncc2CO[C@@H]1CN(C)S(=O)(=O)c1ccc(C#N)cc1,/,/,/,-4,0.4,-20,5,/,/
O=C(Nc1ccc2nsnc2c1)c1ccc2c(c1)OCO2,-0.1,-13,3.1,-19,0.3,/,16,0,-9
O=c1c2ccccc2ncn1Cc1ccc(Cl)c(Cl)c1,-0.8,5,0.1,-12,0.6,-1,20,-16,-18

# Main list, from the first entry:
SMILES,V1aR counter,GPR7 antag,OXTR agonist,CHO-K1 Ca antag,CHO-K1 Ca ag,TAAR1 antagonist,CHO-K1 Ca PAM,OXTR potentiator,CHO parental Ca
CCN1C2=C(C(=O)CCC2)C(c2ccc(O)cc2)C2=C1CCCC2=O,0.1,-4,0.0,-11,0.1,-1,8,-6,-12
Cc1ccc(N2C(=O)CC(Cc3ccc(Cl)cc3)C2=O)cc1 (stereo unspecified),-0.3,-14,-0.1,-1,-0.2,-8,-12,-3,-9
O=C(c1cccc(Cl)c1)N1CCN(C2CCCCCC2)CC1,0.0,1,-0.1,-5,0.2,-2,9,-8,-4
COc1ccccc1N1CN(CCc2ccccc2)CNC1=S,-0.3,30*,1.6,11,1.6,57*,-11,-6,-19
CCN1/C(=C/c2ccc3cc(C)ccc3[n+]2CC)Sc2cc(C)c(C)cc21,/,28*,/,50*,11,18,-15,/,/
O=C(C1CC(c2ccc(F)cc2)=NO1)N1CCN(c2ccccc2)CC1 (stereo unspecified),-0.2,-7,-0.2,12,0.0,1,-7,-6,-8
Cc1ccc(NC(=O)CCNC(=O)c2ccco2)cc1,0.8,5,-0.9,6,-0.2,-1,-5,-8,-2
Cc1cc(C(=O)N/N=C/c2cc(Br)cc(Br)c2OC(=O)c2cccc(F)c2)n[nH]1,0.2,6,-2.2,1,-0.1,29,13,-3,-30
O=C(O)CCC(=O)Nc1ccc(C(=O)OCC(=O)c2ccc(Cl)cc2Cl)cc1,0.5,-2,-0.2,-2,0.0,9,12,3,25
C[C@@H]1CN([C@@H](C)CO)C(=O)CCCn2nncc2CO[C@@H]1CN(C)S(=O)(=O)c1ccc(C#N)cc1,/,/,/,-4,0.4,-20,5,/,/
O=C(Nc1ccc2nsnc2c1)c1ccc2c(c1)OCO2,-0.1,-13,3.1,-19,0.3,/,16,0,-9
O=c1c2ccccc2ncn1Cc1ccc(Cl)c(Cl)c1,-0.8,5,0.1,-12,0.6,-1,20,-16,-18
CCn1cc(Br)c(C(=O)NC(C)c2ccccc2)n1 (stereo unspecified),0.6,-4,-1.1,-5,0.4,-3,16,0,-5
CCOC(=O)c1cccc(-c2c(-c3ccccc3)ncc3cc(OC)c(OC)cc23)c1,0.5,/,-0.6,-18,-0.7,15,9,-5,-51
O=C(c1ccc(Cl)cc1)C1CCN(C(=O)c2ccccc2)CC1,4.3,-4,0.2,-7,3.7,-12,13,-2,-2
COc1cc(/C=C2\COC/C(=C\c3cc(OC)c(OC)c(OC)c3)C2=O)cc(OC)c1OC,/,-7,/,7,3.0,53*,-11,/,/
O=C(Nc1cc(Cl)ccc1O)c1cc(-c2ccco2)on1,0.5,17,0.6,-18,0.3,-16,-7,-8,7
CC(=O)Nc1cc(ON=C(C)C)cc([N+](=O)[O-])c1,0.0,-2,-1.4,13,-0.2,-7,-13,-8,4
CC(CCc1ccccc1)NC(=O)c1ccc2nc(N3CCOCC3)sc2c1 (stereo unspecified),-0.2,-14,-1.8,-9,3.4,37,7,-7,-10
Cc1ccc(-n2nc3c(=O)n(CCCC(=O)NCc4ccccc4C)nc(C)c3c2C)cc1,1.5,-14,-0.9,-11,-1.2,-30,5,-11,-28
NNC(=O)CNS(=O)(=O)c1ccc([N+](=O)[O-])cc1,2.2,-7,1.9,5,0.1,-1,-10,1,-15
CC(=O)c1cccc(-c2ccc3c(c2)C(C)(Cc2ccccc2C#N)C(=O)N3)c1 (stereo unspecified),/,/,/,-1,1.0,20,-2,/,/
CCOC(=O)c1ccc(-c2ccc3ncnc(N(C)Cc4sccc4C)c3c2)o1,/,/,/,-10,1.2,32,3,/,/
Cc1ccc(/C=C2\SC(=S)N(CCCC(=O)Nc3ccccc3C(=O)O)C2=O)cc1,-0.4,-2,-0.1,7,0.0,-23,-20,-4,-5
O=C1CN(C(=O)COC(=O)CCC(=O)c2ccc(F)cc2)c2ccccc2N1,2.9,/,3.5,-10,1.6,8,-4,-4,3
COCCNc1nc(NCCCN2CCCC2=O)c2sc(-c3ccccc3)cc2n1,/,/,/,22,1.1,-4,-17,/,/
COc1cc(OC)cc(C(=O)NNC(=O)C(=O)Nc2cc(OC)c(Cl)cc2OC)c1,1.9,11,0.2,5,6.3,3,20,-5,-12
Cc1nnc(SCc2ccon2)n1-c1ccccc1,2.9,-11,1.6,-30,1.5,5,23,1,9
CC(=O)CCS(=O)(=O)c1ccc(Oc2ccc(S(=O)(=O)CCC(C)=O)cc2)cc1,6.8,-6,4.7,8,0.9,13,-5,-16,-17
CN1c2ccccc2-c2nc3ccccc3n2C1c1ccco1 (stereo unspecified),-0.9,9,-1.9,-9,0.1,-7,22,-4,-6
CC(=O)c1c(C)[nH]c(C(=O)Nc2ccccc2Cl)c1C,0.6,-6,0.0,-8,1.1,-18,21,-7,-2
O=C(Nc1cc(Cl)cc(Cl)c1)C1CCCC1,1.1,-14,-1.4,2,2.0,-16,-3,-7,17
O=C(COC(=O)CCCN1C(=O)c2cccc3cccc(c23)C1=O)Nc1cccc(Br)c1,1.0,1,-1.2,-7,-0.1,24,14,-8,-13
O=C(CS(=O)(=O)c1ccc(Cl)cc1)NCCS(=O)(=O)c1ccc(Cl)cc1,-0.4,-6,-0.1,-14,0.8,-7,16,-15,-5
CC1=Nc2ccccc2N=C(NC(=O)/C=C/C(=O)O)C1c1ccccc1 (stereo unspecified),0.2,-13,0.9,-7,0.8,-18,3,-4,-8
CCS(=O)(=O)Nc1ccc(C2=NN(S(=O)(=O)c3ccc(F)cc3)C(c3ccco3)C2)cc1 (stereo unspecified),1.8,1,4.0,-9,1.9,9,6,-5,-7

# 3 structures from above, sorted by heavy-atom count, highest first:
SMILES,V1aR counter,GPR7 antag,OXTR agonist,CHO-K1 Ca antag,CHO-K1 Ca ag,TAAR1 antagonist,CHO-K1 Ca PAM,OXTR potentiator,CHO parental Ca
CC(=O)CCS(=O)(=O)c1ccc(Oc2ccc(S(=O)(=O)CCC(C)=O)cc2)cc1,6.8,-6,4.7,8,0.9,13,-5,-16,-17
O=C(CS(=O)(=O)c1ccc(Cl)cc1)NCCS(=O)(=O)c1ccc(Cl)cc1,-0.4,-6,-0.1,-14,0.8,-7,16,-15,-5
O=C(Nc1cc(Cl)cc(Cl)c1)C1CCCC1,1.1,-14,-1.4,2,2.0,-16,-3,-7,17

# The listing continues:
SMILES,V1aR counter,GPR7 antag,OXTR agonist,CHO-K1 Ca antag,CHO-K1 Ca ag,TAAR1 antagonist,CHO-K1 Ca PAM,OXTR potentiator,CHO parental Ca
C=CCc1cccc2cc(C(=O)N3CCN(c4ccccn4)CC3)c(=O)oc12,-1.9,-10,-1.4,3,0.5,-24,-2,-5,-26
Cc1nc2ccccc2cc1C(=O)N(C)Cc1ccccc1,2.2,-11,2.4,-15,2.7,-5,-3,-2,-20
c1cnc(NC2CCCCCC2)nc1,0.2,-9,-0.6,4,9.6,5,18,-1,0
COc1ccc(S(=O)(=O)N2CCCCCC2)cc1C(=O)OCC(=O)Nc1cc(C)on1,0.9,-1,-0.6,/,/,/,/,-2,-9
COC(=O)c1cc2nc(-c3ccccc3)cc(C(F)(F)F)n2n1,-0.9,-15,-0.7,-10,0.6,-16,-2,-6,5
O=S(=O)(c1ccc(Cl)c(C(F)(F)F)c1)N1CCN(c2ccccn2)CC1,-0.6,-5,-1.7,-4,13,11,21,-9,-30
COc1ccc(-c2coc3cc(O)ccc3c2=O)cc1,2.5,/,1.6,3,1.2,-17,-4,-4,9
Cc1cc(C)cc(NC(=O)CCn2c(=S)[nH]c3ccccc3c2=O)c1,-0.6,-13,-0.5,-12,0.3,-13,-4,-2,8
COc1ccc(-c2nc(C#N)c(NCc3ccc(C)cc3)o2)cc1OC,-0.8,-18,-2.5,3,-0.2,-12,-1,-2,-29
COc1cc(/C=C(\C#N)C(=O)c2c(C)[nH]c3ccccc23)cc(OC)c1OC,2.0,-5,1.7,2,9.3,18,12,-6,-17
CCC(Sc1nc2c(cnn2-c2ccc(Cl)cc2)c(=O)[nH]1)C(=O)OC (stereo unspecified),0.9,-6,-0.7,11,0.4,-23,4,-3,-5
Cc1nn(C)c(N)c1-c1ccccc1,1.2,-2,0.5,-12,1.1,-4,2,-1,1
COc1ccc(N/C(N)=N/c2nc(C)cc(C)n2)cc1,/,/,/,19,6.7,55*,-5,/,/
COc1ccc(S(=O)(=O)N2CCCCCC2)cc1C(=O)OCC(=O)NCC(C)C,-0.1,2,-0.9,-13,1.0,7,20,0,-10
CCOC(=O)CCN(c1ccccc1)S(=O)(=O)c1ccc(-c2ccc(=O)[nH]n2)s1,-0.1,-16,-1.6,-2,1.6,-16,1,-17,-33
Cc1cc(C)n(-c2n[nH]c(=O)c3ccccc23)n1,0.2,12,0.1,-13,0.3,-25,16,-3,-6

# Screening results as filed in PubChem.
